Diaph inh CS: counter-screen for diaphorase-based assays: diaphorase inhibitors and chemical oxidizers. diaphorase resazurin-to-resorufin fluorescence, NADH, 16 min; bacterial (C. kluyveri) enzyme, not human. inhibition, % at 20 µM. 0.69% of 190,000 active. AID 1217;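 active = primary screen inhibition at 20 µM above a set limit, cut at about 50% in these data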;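 also: plate controls were DMSO with full reaction for no effect and wells lacking NADH for full effect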
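Assay system: diaphorase enzyme from Clostridium kluyveri; Input: enzyme working solution with 0.14 U/mL diaphorase; Timing: 16 min at room temperature; Technique: resorufin fluorescence, excitation 544 nm, emission 590 nm; Benchmarks: positive control minus NADH, DMSO neutral control.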
G6PDH CS: L. mesenteroides G6PDH inhibition counter-screen; inhibition, % at 5 µM; AID 1020; 0.12% of 200,000 active; Purified L. mesenteroides G6PDH, diaphorase/resazurin coupled fluorescence, 45 min; in the data active = inhibition above about 50%
STAT3 act: STAT3 signaling activation; U3A cells, IL-6 STAT3-luciferase reporter, luminescence; 100% = signal with IL-6 EC80 alone; activation (% of control), % at 5.6 µM; 0.91% of 190,000 active; AID 871;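 active = activation above the screen-wide mean of compound activation plus 3 SD, cut at about 130% in these data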;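 also: 0% = background luminescence of wells with medium and substrate only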
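Material: human U3A cells carrying STAT3-luciferase construct. Measured by: reporter luminescence signal. Timing: compound 1 h, then IL-6 6 h at 37 °C.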
STAT1 inh: reduces IFN-gamma driven STAT1 reporter signal | NIH 3T3 STAT1-luciferase reporter, luminescence | inhibition, % at 5.5 µM | 0.35% of 200,000 active;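 active = inhibition above a set limit, the mean inhibition across all tested compounds plus 3 SD, cut at about 34% in these data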;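 also: 0% = IFN-gamma with DMSO and 100% = IFN-gamma with 300 µM nifuroxazide; values of inactives mirror those of a sister screen read the other way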
APP 5UTR inh: APP translation inhibition | 0.82% of 190,000 active | SH-SY5Y APP 5'UTR-luciferase reporter, luminescence | inhibition, % at 2 µM;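 active = inhibition above a set limit, derived from the sample mean plus 3 SD, cut at about 45% in these data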; also: values of inactives mirror those of a sister screen read the other way
STAT1 act: activators of IFN-gamma induced STAT1 signaling; NIH 3T3 STAT1-luciferase reporter, luminescence; 100% = IFN-gamma alone, no compound; activation (% of control), % at 5.5 µM; 2.6% of 200,000 active;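 active = activation above the screen-wide mean activation plus 3 SD, cut at about 130% in these data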;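 also: raw ratio to IFN-gamma control signal so 100% means no change and 0% no light; values of inactives mirror those of a sister screen read the other way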
Diaph act CS: diaphorase activation or chemical reduction counter-screen. Diaphorase/resazurin coupled assay, resorufin fluorescence, 16 min; hits give high values; 1 = vehicle wells, 0 = NADH-free wells. activation factor at 20 µM. 0.005% of 190,000 active. AID 1229;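 active = diaphorase activity raised at least twofold by the compound at 20 µM; inactive = activation factor below 2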
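Measured by – red resorufin fluorescence at 544/590 nm excitation/emission · Test system – Clostridium kluyveri diaphorase, purified enzyme · Incubation – reaction time 16 min, room temperature · Buffer or medium – 50 mM HEPES pH 7.4 with 4.542 mM MgCl2, 0.005% Tween 20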
TLR4 MyD88 comp: TLR4-MyD88 interaction inhibition in cells | 0.18% of 200,000 active | inhibition, % at 8.4 µM | HeLa CL3-4 TLR4/MyD88 BLA complementation, FRET ratio | O00206+Q99836; in the data active = inhibition above about 25%;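 also: 0% = vehicle and 100% = reference inhibitor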
Target sequence (O00206 whole entry, looked up): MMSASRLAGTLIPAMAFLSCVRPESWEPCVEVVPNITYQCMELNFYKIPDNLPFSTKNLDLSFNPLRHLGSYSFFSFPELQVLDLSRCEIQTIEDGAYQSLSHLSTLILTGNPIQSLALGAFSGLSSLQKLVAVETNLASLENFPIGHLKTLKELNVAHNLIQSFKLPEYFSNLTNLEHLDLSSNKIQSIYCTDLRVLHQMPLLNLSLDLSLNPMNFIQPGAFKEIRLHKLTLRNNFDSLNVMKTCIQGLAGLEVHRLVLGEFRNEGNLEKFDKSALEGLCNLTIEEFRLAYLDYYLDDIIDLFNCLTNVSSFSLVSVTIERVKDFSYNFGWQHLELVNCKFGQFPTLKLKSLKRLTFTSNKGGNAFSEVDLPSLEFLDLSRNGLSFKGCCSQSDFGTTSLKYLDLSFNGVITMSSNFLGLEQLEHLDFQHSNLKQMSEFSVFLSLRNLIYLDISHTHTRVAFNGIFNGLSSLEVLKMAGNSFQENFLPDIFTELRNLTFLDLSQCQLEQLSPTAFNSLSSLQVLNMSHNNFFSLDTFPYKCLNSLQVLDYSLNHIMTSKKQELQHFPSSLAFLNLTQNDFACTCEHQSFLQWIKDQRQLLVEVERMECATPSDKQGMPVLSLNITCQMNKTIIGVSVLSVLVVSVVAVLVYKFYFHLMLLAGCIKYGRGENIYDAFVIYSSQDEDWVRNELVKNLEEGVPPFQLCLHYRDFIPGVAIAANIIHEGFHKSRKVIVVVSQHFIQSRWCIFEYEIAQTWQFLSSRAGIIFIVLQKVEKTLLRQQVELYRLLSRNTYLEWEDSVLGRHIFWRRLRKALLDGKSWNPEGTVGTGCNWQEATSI
Target sequence (Q99836 whole entry, looked up): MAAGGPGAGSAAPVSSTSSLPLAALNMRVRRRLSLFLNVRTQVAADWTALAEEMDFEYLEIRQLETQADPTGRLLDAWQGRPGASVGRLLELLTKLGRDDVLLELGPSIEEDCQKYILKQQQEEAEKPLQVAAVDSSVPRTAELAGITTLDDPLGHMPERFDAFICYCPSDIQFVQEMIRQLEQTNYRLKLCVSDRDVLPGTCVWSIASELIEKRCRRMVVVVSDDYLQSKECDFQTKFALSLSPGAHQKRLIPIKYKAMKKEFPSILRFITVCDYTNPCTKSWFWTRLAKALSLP
Hsp70 activator: switches on Hsp70 transcription. HeLa Hsp70 promoter luciferase reporter, luminescence; scaled: vehicle 0, proteasome-inhibitor control 100%. activation, % at 10 µM. 0.04% of 200,000 active. AID 1203;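 active = activation above the mean across all tested compounds plus 3 SD, cutoff set per campaign, cut at about 5.5% in these data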;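 also: 100% = MG132 at 30 µM as the positive control and 0% = DMSO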
STAT3 blocker: STAT3 signaling inhibition | U3A cells, IL-6 STAT3-luciferase reporter, luminescence; host cell line lacks STAT1 | inhibition, % at 5.5 µM | 0.89% of 190,000 active | AID 862;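 active = inhibition above the mean inhibition across all screened compounds plus 3 SD, cut at about 44% in these data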;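 also: 0% = DMSO only wells and 100% = 100 µM nifuroxazide control wells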
An asterisk follows results filed as active; nt = no result given.

Second line of a record – Diaph inh CS, G6PDH CS, STAT3 act, STAT1 inh, APP 5UTR inh, STAT1 act, Diaph act CS, TLR4 MyD88 comp, Hsp70 activator, STAT3 blocker
1: COc1ccc(N2CCN(C(=O)CCNS(=O)(=O)c3cccs3)CC2)cc1
→ -3, 10, 103, 3, -26, 97, 1, -12, -0.2, -3
2: CCOC(=O)N1CCC(NC(=O)c2cc(C(=O)Nc3ccc(OCC)cc3)ccc2CO)CC1
→ 10, -5, 96, 1, -9, 99, 0.9, -3, -0.1, 10
3: CCN(CC)c1ccc(-n2c(O)c(C=C3N=c4ccccc4=N3)sc2=S)cc1
→ 3, -13, 108, 1, -28, 99, 1, 0, -0.4, -6
4: Cc1csc(=N)n1-c1ccc(Cl)cc1
→ 10, 5, 96, -40, -35, 137*, 0.9, 11, 0.5, 8
5: Fc1ccc(N2CCN(Cc3cnc(N4CCOCC4)s3)CC2)cc1
→ 5, 3, 95, -5, 19, 103, 0.9, 6, 0.2, 13
6: O=C(NCc1nc2ccccc2[nH]1)c1cc2ccccc2oc1=O
→ -3, 4, 80, 4, 12, 96, 1, 8, -0.2, 27
7: Cn1c(=O)c2cc(S(=O)(=O)NC(Cc3ccccc3)C(=O)NCc3ccco3)ccc2n(C)c1=O (configuration not stated)
→ 14, 10, 102, -5, 10, 104, 0.9, -2, 0.0, 6
8: COc1cccc(C2CC(c3ccccc3Cl)n3nnnc3N2)c1 (configuration not stated)
→ 10, 13, 95, 2, -13, 99, 0.9, -16, 0.1, 10
9: Cc1ccc(/C=N/NC(=O)c2ccco2)s1
→ 11, 16, 113, -17, -45, 115, 0.9, 6, 0.2, -11
10: Cc1cc(OCC(=O)NCCO)cc(C)c1Cl
→ 25, 0, 100, -4, -22, 105, 0.8, 7, -0.2, 6
11: CCS(=O)(=O)CCSC(=N)N
→ 8, -1, 102, -6, 3, 106, 0.9, 9, 0.4, 1
12: O=C(NCCc1ccccc1)C(=S)N1CCCCC1
→ 6, 9, 91, -9, 2, 106, 0.9, -7, -0.3, 13
13: CCCC(c1nnnn1C(C)(C)CC)N(CCCO)Cc1cc2cc(C)cc(C)c2[nH]c1=O (configuration not stated)
→ 5, 2, 107, 8, 1, 93, 1, 1, -0.2, -5
14: CCC/C=N/NC(=O)c1cccc(Br)c1
→ 1, 7, 103, -6, 5, 104, 1, -7, -0.1, 9
15: O=C(CCc1nnc(CCC2CCCCC2)o1)NCCc1cccnc1
→ -5, 2, 102, -4, -15, 102, 1, 12, 0.0, 2
16: CCCN1Cc2cccc(C(=O)NCc3ccc(C)cc3)c2C1=O
→ 3, 10, 98, 7, 8, 92, 1, -1, 0.2, 8
17: CCOC(=O)c1sc(NC(=S)NC(=O)C23CC4CC(CC(C4)C2)C3)cc1C
→ 24, -24, 97, -9, -5, 108, 0.8, 8, -0.5, 3
18: NS(=O)(=O)c1ccc(CCNC(=O)CSc2nc3ccsc3c(=O)n2CC2CCC(C(=O)O)CC2)cc1 (configuration not stated)
→ -11, 3, 104, 5, -14, 97, 1.1, 4, -0.3, 1
19: CC(=O)Nc1ccc(C)c([N+](=O)[O-])c1
→ 6, 11, 95, -4, -16, 104, 0.9, 0, 0.1, 12
20: CC(C)Cc1nnc(NC(=O)c2cc(-c3ccccc3)nc3ccccc23)s1
→ 5, 10, 95, -1, -21, 101, 0.9, 6, -0.4, 6
21: O=S1(=O)CC(N2CCCCC2)C(N2CCCCC2)C1 (configuration not stated)
→ 6, 2, 94, 9, 2, 91, 0.9, 6, -0.1, 9
22: O=C(N/N=C/c1ccncc1)/C(=C/c1ccccc1)NC(=O)c1ccccc1
→ 4, -18, 107, -2, -7, 102, 1, -8, -0.1, 2
23: Cc1c(=O)n(OCc2ccc(Cl)cc2)c2ccccc2[n+]1[O-]
→ 16, 11, 98, 2, 11, 95, 0.8, -9, 0.1, 7
24: COc1ccccc1N1CCN(C(CNC(=O)C2CCCCC2)c2cccnc2)CC1 (configuration not stated)
→ 13, -14, 105, 6, -4, 92, 0.9, -2, -0.2, -7
25: NC(=O)c1ccc(N2CCOCC2)nc1
→ 6, 11, 81, -1, 12, 101, 0.9, -10, -0.2, 29
26: Cc1ccc(NC(=O)CC(O)(C(F)(F)F)C(F)(F)F)cc1
→ 11, -4, 106, 0, 9, 100, 0.9, 0, 0.2, -3
27: COC(=O)c1ccccc1NC(=O)COC(=O)CSCC(=O)N1CCOCC1
→ 0, 5, 107, 0, 2, 100, 1, 9, 0.5, -2
28: Cc1ccc(NC(=O)C2CC(=O)NC(Nc3cccc(C)c3)=N2)cc1 (configuration not stated)
→ 9, 1, 102, 1, 16, 99, 0.9, 14, 0.0, 2
29: Cc1ccc(-c2cc(C#N)c(=O)n(Cc3c(Cl)cccc3Cl)c2)cc1
→ -8, 9, 92, 2, -15, 98, 1.1, 3, -0.5, 16
30: CCC(=O)Nc1sc2c(c1C#N)CC(C)(C)NC2(C)C
→ 8, 13, 97, 2, -8, 98, 0.9, 12, -0.2, 11
31: CC(C)N1C(=O)/C(=C\c2nc3ccccc3c(=O)n2-c2ccccc2)c2ccccc21
→ 40, -6, 98, -2, -8, 102, 0.6, -10, -0.4, 3
32: S=C(NCCc1ccccn1)NC1CCCCC1
→ 13, 4, 111, -31, -40, 128, 0.9, 3, -0.3, -10
33: CCN(CC)C(=S)SCC(=O)Nc1nc(-c2ccccc2)c(-c2ccccc2)o1
→ 14, 1, 102, -7, -9, 106, 0.9, -7, -0.2, -6
34: CC(=O)Oc1ccc(C(C)=O)c2c1OCCO2
→ 9, 2, 106, -1, -2, 101, 0.9, -6, 0.0, -2
35: O=C(c1cccnc1)N1C2C=CC(C2)C1(C(F)(F)F)C(F)(F)F (configuration not stated)
→ 3, 1, 97, 2, 5, 97, 1, 11, -0.1, 7
36: Cn1c2c(c(=O)n(C)c1=O)C(c1cccc(Br)c1)C1C(=O)c3ccccc3C1=N2 (configuration not stated)
→ nt, nt, 104, 0, -17, 100, nt, -8, -0.1, -1
37: Cc1ccc(C(=O)Nc2nnc(COc3ccccc3)s2)cc1
→ -2, 3, 102, -6, -16, 104, 1, 3, -0.2, 2
38: COC(=O)C(C)Oc1ccc(=O)[nH]n1 (configuration not stated)
→ 4, 1, 110, -7, -8, 106, 1, 1, 0.0, -11
39: Cc1ccc(OCCC(=O)NCCc2ccc(S(N)(=O)=O)cc2)cc1
→ 9, -14, 97, -6, -2, 105, 0.9, 0, -0.1, 3
40: CC(C)(C)NC(=O)COC(=O)c1ccc(Cl)nc1
→ 3, 3, 104, -11, 1, 108, 1, 5, 0.3, 2
41: COc1ccc(C2c3c(oc4ccccc4c3=O)C(=O)N2CCCN2CCOCC2)cc1 (configuration not stated)
→ nt, nt, 109, -3, 21, 110, nt, -5, -0.2, -7
42: Cc1cc(C)cc(N2CC34C=CC(O3)C(C(=O)OCC(=O)NCc3ccco3)C4C2=O)c1 (configuration not stated)
→ 13, 0, 100, 0, 0, 100, 0.9, 6, -0.2, 9
43: CCN(CC)C(=O)N1CCC(NC(=O)Cc2ccccc2)CC1
→ 10, 6, 105, -11, -3, 110, 0.9, 12, -0.2, -1
44: Cc1cc(C(=O)CN2C(=O)C(=O)N(C3CCCC3)C2=O)c(C)n1-c1ccc(F)cc1
→ 12, 4, 95, 7, -3, 94, 0.9, -2, -0.2, 8
45: CN(C)c1[nH]c(=O)c(C#N)c2c1CCN2Cc1ccccc1
→ 0, 3, 101, 5, 0, 95, 1, 9, -0.2, 3
46: COc1cc(/C=N/NC(=O)C(C)Nc2n[nH]c(=O)[nH]c2=O)ccc1O (configuration not stated)
→ 10, 1, 94, -1, -21, 101, 0.9, -5, -0.2, 6
47: Cc1ccc(C(=O)N/C(=C/c2cccs2)C(=O)N2CCCCCC2)cc1
→ 8, 0, 96, 6, -3, 94, 0.9, 5, -0.1, 8
48: COC(=O)c1ccc2c(c1)S(=O)(=O)NC(=NCCCN1CCOCC1)S2
→ 14, 12, 101, 1, -2, 98, 0.9, -5, -0.3, 6
49: O=C(COC(=O)c1cc[n+]([O-])cc1)Nc1ccccc1Sc1ccccc1
→ -8, 2, 105, 4, -6, 96, 1.1, -2, -0.1, 0
50: CCCC1(c2ccccc2)NC(=O)N(CC(=O)Nc2cc(S(=O)(=O)N3CCOCC3)ccc2Cl)C1=O (configuration not stated)
→ 14, 7, 106, 8, 8, 91, 0.9, -7, -0.3, -6
51: O=c1c2ccccc2nc(SCc2ccccc2F)n1C1CCCC1
→ 20, -9, 102, -2, 2, 102, 0.8, -6, 0.4, -7
52: Cc1ccccc1/C=C\c1nc2ccccc2c(=O)n1Cc1ccccc1
→ 0, -8, 104, -1, 11, 100, 1, -21, 0.0, -8
53: CC1CCCCC1NC(=O)CC1Oc2ccccc2NC1=O (configuration not stated)
→ 17, 6, 108, -3, -7, 103, 0.8, -7, -0.2, 0
54: COc1ccc(NC(=O)CC2C(=O)N(c3ccc(Cl)cc3)C(=S)N2CCc2ccncc2)cc1 (configuration not stated)
→ 22, 3, 92, 9, -13, 92, 0.8, -14, -0.3, 13

Fetched by compound from above:
Second line of a record – Diaph inh CS, G6PDH CS, STAT3 act, STAT1 inh, APP 5UTR inh, STAT1 act, Diaph act CS, TLR4 MyD88 comp, Hsp70 activator, STAT3 blocker
42: Cc1cc(C)cc(N2CC34C=CC(O3)C(C(=O)OCC(=O)NCc3ccco3)C4C2=O)c1 (configuration not stated)
→ 13, 0, 100, 0, 0, 100, 0.9, 6, -0.2, 9
53: CC1CCCCC1NC(=O)CC1Oc2ccccc2NC1=O (configuration not stated)
→ 17, 6, 108, -3, -7, 103, 0.8, -7, -0.2, 0
49: O=C(COC(=O)c1cc[n+]([O-])cc1)Nc1ccccc1Sc1ccccc1
→ -8, 2, 105, 4, -6, 96, 1.1, -2, -0.1, 0
33: CCN(CC)C(=S)SCC(=O)Nc1nc(-c2ccccc2)c(-c2ccccc2)o1
→ 14, 1, 102, -7, -9, 106, 0.9, -7, -0.2, -6

Screening results deposited in PubChem BioAssay by several laboratories.
